# Screening results: PubChem, National Center for Advancing Translational Sciences (NCATS)
# Epigenetic derep = regulators of epigenetic silencing causing reporter derepression in mouse cells. murine LDR cells, GFP reporter derepression, 30 h. Potency, µM (titrated, usually from 53.9 µM), for the others: top-dose GFP activation, most hits filed as activators. 0.2% of 280,000 active. AID 1865; note: potency is the fitted concentration of half-maximal effect; % of control where 0% means no effect; nearly all actives have a fitted effect of over 60% in size
#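 Readout is the number of GFP-expressing murine LDR cells, counted by cytometry following washing. Cells were treated with compound for 30 h at 37 C; the stably integrated CMV-GFP locus is normally silent.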
# CBFb-RUNX1 inh = inhibitors of human CBF-beta and RUNX1 interaction | Q01196+Q13951 | AlphaScreen CBFb-His/RUNX1-biotin binding, biochemical | Potency, µM (series often up to 59.8 µM), inactives show at the highest dose activity, negative = inhibition, actives largely listed as inhibitors | 230,000 tested, under 10 active; note: % of control where 0% means no effect
# Target sequence (Q01196 whole entry, looked up): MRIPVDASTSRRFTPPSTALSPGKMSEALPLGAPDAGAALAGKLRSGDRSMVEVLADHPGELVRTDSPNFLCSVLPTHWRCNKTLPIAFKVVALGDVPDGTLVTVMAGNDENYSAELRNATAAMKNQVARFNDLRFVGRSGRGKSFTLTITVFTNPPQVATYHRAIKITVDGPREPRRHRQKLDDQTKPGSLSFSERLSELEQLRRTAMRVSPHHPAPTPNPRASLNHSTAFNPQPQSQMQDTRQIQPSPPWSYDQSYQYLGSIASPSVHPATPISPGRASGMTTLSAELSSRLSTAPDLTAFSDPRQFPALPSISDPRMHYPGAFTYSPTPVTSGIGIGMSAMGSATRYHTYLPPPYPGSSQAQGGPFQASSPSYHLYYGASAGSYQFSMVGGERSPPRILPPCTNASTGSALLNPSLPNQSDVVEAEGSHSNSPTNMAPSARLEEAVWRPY
# Target sequence (Q13951 whole entry, looked up): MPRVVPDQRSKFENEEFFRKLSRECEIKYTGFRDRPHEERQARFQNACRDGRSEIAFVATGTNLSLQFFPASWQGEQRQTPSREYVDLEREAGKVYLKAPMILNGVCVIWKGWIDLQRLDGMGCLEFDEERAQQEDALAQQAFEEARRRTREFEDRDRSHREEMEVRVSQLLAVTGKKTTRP
#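 AlphaScreen proximity signal reports loss of binding between His-tagged CBF-beta and biotin-labelled RUNX1, each at 30 nM. Proteins are pre-associated for 20 minutes, compounds added for 15 minutes, then beads for 90 minutes, all at ambient temperature.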
# Luc counter = counter-screen: inhibitors of Kinase-Glo firefly luciferase; Q27757; 0.28% of 200,000 active; Kinase-Glo luciferase, ATP luminescence, 8 min; Potency, µM (highest dose often 38.3 µM), for the others: top-dose activity change, negative = inhibition, hits mostly inhibitors; note: potency is the fitted concentration of half-maximal effect; % is set by controls: 0 for no effect and ±100 for the full control effect; nearly all actives have a fitted effect of over 60% in size
#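 Kinase-Glo luciferase light output from ATP and luciferin was measured with 10 uM ATP, within the enzyme's linear range. Buffer: 50 mM imidazole pH 7.2, 50 mM KCl, 7 mM MgCl2, 0.01% Tween 20, 0.05% BSA; luminescence read after 8 min at ambient temperature.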
# IMPase Li inh = membrane-permeable IMPase blocker, potentiated with lithium. CHO-M1 cells, IP1 TR-FRET (IP-One), carbachol + lithium. Potency, µM (series often up to 59.4 µM), without a hit: top-dose activity, negative = IMPase inhibition, usual class: inhibitors. 0.35% of 210,000 active. AID 1457;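 note: IP1 builds up when IMPase is blocked and the TR-FRET signal falls; potency is the fitted concentration of half-maximal effect; plate controls were basal vehicle for no effect and high inhibitor control for full effect; nearly all actives have a fitted effect of over 50% in size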
#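 IP1 accumulation measured by competitive TR-FRET in lysed CHO-M1 cells after 30 min compound exposure at 37C, with a small lithium addition to potentiate weak responses. Hill-equation AC50 from ratio and donor-channel data.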
# Lamin A splicing = changes lamin A minigene splicing in HeLa cells; HeLa LMNA splicing GFP/RFP minigene ratio, 48 h; Potency, µM (highest dose often 46.1 µM), for the others: at the highest dose ratio change, negative = inhibition, hits mostly inhibitors; 0.01% of 200,000 active; AID 1487; active = well fitted inhibition curve with a large enough effect in the signal ratio, with a control signal flat, not every such curve was filed as active; inconclusive = small, poorly fitted or top-dose-only effect, or effect the other way, or a change in a side signal; the % refers to the signal ratio; note: potency is the fitted concentration of half-maximal effect; % is set by controls: 0 for no effect and ±100 for the full control effect
#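 S3 HeLa stable clones carrying a lamin A-EGFP splicing minigene plus DsRed2 were seeded at 600 cells/well in Opti-MEM with 2% FBS, pin-dosed and incubated 48 h at 37°C. Acumen cytometry (488 nm) gave the GFP/RFP total-intensity ratio.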
# aGal spleen mod = inhibits or activates alpha-galactosidase in human spleen homogenate | P06280 | human spleen homogenate, 4MU-alpha-Gal fluorescence, 40 min | Potency, µM (series often up to 80 µM), inactives show at the highest dose activity change, negative = inhibition, actives largely listed as inhibitors | 0.008% of 240,000 active;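 note: potency is the fitted concentration of half-maximal effect; 0% = enzyme with vehicle and -100% = no enzyme basal signal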
#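 Spleen homogenate 1 ug + cpd (titration) + 4-MU-alpha-D-galactopyranoside 1 mM; 37C 40 min; 50 mM citrate/phosphate pH 5.0, 0.01% Tween-20; stop pH 10; fluorescence 365/440; AC50 via Hill.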
# NPSR antag = antagonists of human neuropeptide S receptor cAMP signaling; Q6W5P4; CHO-NPSR cells, cAMP TR-FRET, antagonist mode; Potency, µM (titrated, usually from 38.3 µM), without a hit: at the top dose activity change, negative = inhibition, hits mostly inhibitors; 1% of 220,000 active; note: potency is the fitted concentration of half-maximal effect; % is set by controls: 0 for no effect and ±100 for the full control effect; nearly all actives have a fitted effect of over 50% in size; many of its hits are not listed in these tables
# Target sequence (Q6W5P4 whole entry, looked up): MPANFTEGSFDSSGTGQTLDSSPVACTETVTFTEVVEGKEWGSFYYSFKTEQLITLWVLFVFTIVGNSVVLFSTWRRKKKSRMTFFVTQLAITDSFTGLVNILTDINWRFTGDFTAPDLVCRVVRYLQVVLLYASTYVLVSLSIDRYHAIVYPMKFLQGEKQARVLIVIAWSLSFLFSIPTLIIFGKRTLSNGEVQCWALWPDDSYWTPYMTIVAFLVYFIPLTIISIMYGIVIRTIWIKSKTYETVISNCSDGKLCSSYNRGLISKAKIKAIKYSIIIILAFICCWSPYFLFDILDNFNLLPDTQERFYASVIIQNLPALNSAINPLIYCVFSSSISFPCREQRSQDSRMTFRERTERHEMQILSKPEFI
# Active calls of the source: *; ? = inconclusive; · = not tested or not shown; & = joins results of further samples; [ ] = another dose, or the depositor's remark. Unless noted, calls come from the whole dose curve; as a rule, active = well fitted curve in the direction sought with a large enough effect; inconclusive = small, poorly fitted or top-dose-only effect, or another doubt; inactive = no such curve, though single readings can be large; an effect the other way counts as inactive or inconclusive.
SMILES,Epigenetic derep,CBFb-RUNX1 inh,Luc counter,IMPase Li inh,Lamin A splicing,aGal spleen mod,NPSR antag
COC(=O)N/N=C/c1cccnc1,-0.8%,4%,2%,1%,0%,4%,20%
CN(C)c1nc(N)nc(CSc2n[nH]c(-c3ccccc3)n2)n1,2.0%,2%,3%,13%[38.3 µM],1%,6%,-1%[46.1 µM]
CS/C(=N\NC(N)=O)c1ccccc1,-1.6%,-1%,-1%,-1%,2%,-6%,7%
COc1ccc(NCc2nnc(SCC(=O)Nc3ccc(OC)cc3OC)o2)cc1,-1.2%,-13%,1%,3%,-7%[46 µM],-10%,4%
CC(=O)N1CCN(CC(=O)Nc2c(Cl)ccc(C)c2Cl)CC1,-0.3%,12%,-2%,7%,0%[46 µM],-6%,7%
CC(C)(C)NC(=O)C(c1ccc(F)cc1)N(Cc1cccs1)C(=O)c1ccc(CN2CCOCC2)o1 (stereo not given),4.0%,2%,0%,8%,·,2%,25%
Cc1cccc(C)c1Nc1c(-c2ccsc2)nc2ncccn12,-0.9%,-4%,-2%,12%,5%,6%,-53%
O=C(Nc1ccncc1)Nc1ccc(F)c(Cl)c1,0.5%,3%,0%,3%,?,-3%,28%
CN(C(=O)c1ccncc1)c1nnc(-c2cnccn2)s1,0.0%,6%,2%,19%[38.3 µM],-3%,0%,-2%[46.1 µM]
CN1CCN(c2ccccc2NC(=O)Cc2cn(C)c3ccccc23)CC1,0.8%,3%,16%,9%[38.3 µM],-12%,-6%,-7%[46.1 µM]
CC1Cc2nc(SCC(=O)N3CCCC3)n(C)c(=O)c2S1 (stereo not given),0.0%,13%,-1%,-7%[38.3 µM],-9%,3%,-9%[46.1 µM]
CN(CCC(=O)Nc1ccc(Br)cc1)Cc1ccccc1,0.1%,7%,0%,27%[38.3 µM],5%,3%,-7%[46.1 µM]
CC1c2ccsc2CCN1S(=O)(=O)c1cccs1 (stereo not given),0.1%,1%,·,·,·,6%,14%
COc1ccc(C(C)=O)cc1COC(=O)c1cccc(N(C)C)c1,-3.2%,-11%,-2%,5%[38.3 µM],?,5%,-23%[46.1 µM]
CC1CCc2c(sc(NS(=O)(=O)c3ccccc3)c2C(=O)OC(C)C)C1 (stereo not given),-1.1%,5%,-1%,-2%,-8%,0%,-18%[46.1 µM]
Cc1cc(=O)n(-c2ccc(Cl)cc2)c(=O)[nH]1,3.4%,7%,-2%,1%,·,9%,3%
CCCCNC(=O)N1CCN(C(=O)C2CCCO2)CC1 (stereo not given),-1.5%,11%,1%,13%,6%[46 µM],3%,9%
N/C(=N\OC(=O)C12CC3CC(CC(C3)C1)C2)c1ccccc1,1.4%,5%,-5%,-1%[38.3 µM],28%,-3%,-6%[46.1 µM]
COc1ccc(-c2cn3c(C)c(C(=O)Nc4cccc(NC(C)=O)c4)sc3n2)cc1,2.5%,-4%,-1%,-15%[38.3 µM],17%,7%,-4%[46.1 µM]
CC(c1cccnc1)N(CCN(C)C)C(=O)Nc1ccc(Cl)cc1 (stereo not given),-2.2%,-2%,-2%,-14%[38.3 µM],4%,-4%,-1%[46.1 µM]

# An excerpt from above in order of number of heavy atoms, low to high.
SMILES,Epigenetic derep,CBFb-RUNX1 inh,Luc counter,IMPase Li inh,Lamin A splicing,aGal spleen mod,NPSR antag
CN(CCC(=O)Nc1ccc(Br)cc1)Cc1ccccc1,0.1%,7%,0%,27%[38.3 µM],5%,3%,-7%[46.1 µM]
N/C(=N\OC(=O)C12CC3CC(CC(C3)C1)C2)c1ccccc1,1.4%,5%,-5%,-1%[38.3 µM],28%,-3%,-6%[46.1 µM]
CN(C)c1nc(N)nc(CSc2n[nH]c(-c3ccccc3)n2)n1,2.0%,2%,3%,13%[38.3 µM],1%,6%,-1%[46.1 µM]
CC(c1cccnc1)N(CCN(C)C)C(=O)Nc1ccc(Cl)cc1 (stereo not given),-2.2%,-2%,-2%,-14%[38.3 µM],4%,-4%,-1%[46.1 µM]

# (cont.)
SMILES,Epigenetic derep,CBFb-RUNX1 inh,Luc counter,IMPase Li inh,Lamin A splicing,aGal spleen mod,NPSR antag
COc1ccc(CNC2=CC(=O)CC(C)(C)C2)cc1,-1.6%,14%,-2%,13%[38.3 µM],-2%,8%,4%[46.1 µM]
CC(=O)NC(Cc1ccc(C(C)C)cc1)C(=O)NC1CCN(c2nc(C)cc(C)n2)CC1 (stereo not given),4.3%,5%,-2%,-16%[38.3 µM],2%,3%,-2%[7.67 µM]
CCCc1nnc(NC(=O)CCC(=O)N2CCCCC2CC)s1 (stereo not given),-3.5%,-2%,2%,2%[38.3 µM],10%,5%,-3%[46.1 µM]
CCN(CC)C(=O)C(=O)Nc1ccc(F)c(Cl)c1,-1.3%,3%,-1%,4%,-8%[1.84 µM],5%,11%
Cc1noc(C)c1CC(=O)N1CCCC(C(=O)c2ccc(C(C)(C)C)cc2)C1 (stereo not given),-1.2%,11%,·,3%,·,0%,7%
CC1CCC(C(=O)NC(C(=O)N2CCc3ccccc3C2)C(C)C)CC1 (stereo not given),-0.8%,0%,2%,42%[38.3 µM],2%,-2%,-18%[46.1 µM]
CCn1cnc2cc(NCc3ccncc3)ccc21,-1.0%,4%,5%,28%[38.3 µM],0%,-3%,-11%[46.1 µM]
Cc1ccc(C(c2sc3nc(C)nn3c2O)N2CCN(c3ccccc3F)CC2)cc1 (stereo not given),0.1%,4%,-4%,-13%[38.3 µM],2%,0%,-18%[46.1 µM]
Cc1cc(Nc2cccc(F)c2)n2c(n1)nc1ccccc12,-1.1%,-1%,-1%,6%[38.3 µM],9%,-12%,-14%[46.1 µM]
C[C@H](O)C(=O)C1=Nc2c(nc(N)[nH]c2=O)NC1,-0.1%,-3%,-4%,10%,?,21%,-19%[46.1 µM]
C/C(N)=C(/C#N)C(=O)CSc1nnc(C)n1-c1ccccc1,-1.2%,21%,-5%,-13%,·,-1%,10%
COc1ccc(N=CC2=C(O)CCCC2=O)cc1,-1.1%,1%,-8%,12%[38.3 µM],-4%,9%,-14%[46.1 µM]
CC(=O)c1c(OC(=O)c2ccccc2Br)ccc2c(C)cc(=O)oc12,2.5%,0%,-3%,12%,?,4%,-22%
Clc1nc2c(ccc3ccccc32)[nH]1,2.4%,1%,·,·,·,7%,35%
Cc1ccnc2nc(C(=O)Nc3ccc(N4CCOCC4)cc3)nn12,0.0%,7%,?,7%[38.3 µM],11%,-6%,-18%[46.1 µM]
COc1ccc2c(c1)CCC(C)N2C(=O)C(=O)c1c[nH]c2ccccc12 (stereo not given),0.3%,5%,·,·,·,7%,-10%
C=CCN(C)NC(=O)Nc1ccccc1,0.0%,-2%,1%,2%,·,1%,16%
COc1nc(N(C)C)nc(N(C#N)CCOC(C)=O)n1,3.0%,3%,2%,4%,·,5%,24%
Cc1nnc(SCc2ccc(Cl)cc2)n1CC1CCCO1 (stereo not given),6.9%,-1%,1%,8%[38.3 µM],-13%,8%,-3%[46.1 µM]
CC1(C)CC2CC(C)(CN2C(=O)COc2cccc3ccccc23)C1 (stereo not given),-1.6%,5%,2%,35%[38.3 µM],-7%,-5%,?
O=C(O)CNC(=S)N(Cc1ccccc1)Cc1cccnc1,-0.4%,8%,3%,0%,5%[46 µM],-10%,12%
COc1cc(N)c(Cl)cc1C(=O)OCCCN1CCCCC1,5.3%&1.8%,2%,2%,-20%&10%,·,5%&-6%,·
CCC1CCC(C(=O)NNC(=O)OC)CC1 (stereo not given),0.9%,-1%,1%,7%,-9%,10%,15%
COCC(=O)n1nc(-c2ccc(C)cc2)nc1NCc1ccc(F)cc1,-0.4%,4%,-3%,2%,-20%[46 µM],-8%,-21%
CS(=O)(=O)N(CC(=O)N1CCCC1)Cc1ccccc1,1.0%,6%,-2%,4%,?,-2%,21%
O=C(CCN1CCN(c2ccccc2)CC1)N/N=C/c1ccc([N+](=O)[O-])o1,-3.8%,-17%,2%,-2%,-21%[46 µM],-11%,5%
CCCc1n(CC(O)COCC2CC=CCC2)c2ccccc2[n+]1C (stereo not given),-0.2%,6%,2%,15%,?,-3%,5%
O=C(O)c1ccc(NCc2nc3ccccc3n2Cc2ccccc2)cc1,0.1%,1%,·,·,·,1%,-14%
COCCN(CCOC)S(=O)(=O)c1ccc(C(=O)Nc2nc(-c3ccccc3)c(C(=O)c3ccccc3)s2)cc1,1.0%,-12%,2%,-16%,1%,-3%,-34%
Cc1ccc(N(Cc2cc3ccccc3[nH]c2=O)S(C)(=O)=O)cc1,-0.3%,?,2%,-2%,-19%[46 µM],-24%,1%
Cc1csc(NC(=O)CSc2nnc(CCNC(=O)c3cccs3)n2C)n1,-1.0%,12%,-4%,-1%,-15%,1%,-15%[46.1 µM]
COc1ccc(CCN=C(C)C2=C(O)C(c3ccccc3)OC2=O)cc1OC (stereo not given),5.8%,2%,-1%,1%,·,-5%,-17%
CCN(CC)CCCNC(=O)CSc1nc2c(c(C(F)(F)F)n1)CCc1ccccc1-2,-3.5%,-1%,2%,24%,-4%[46 µM],-2%,8%
Cc1ccc(C)c(-n2c(CNc3ccc(F)cc3)nnc2SCC(N)=O)c1,1.6%,4%,-4%,-1%[38.3 µM],10%,-3%,-18%[46.1 µM]
O=C(CC1CCCC1)Nc1nc2ccccc2[nH]1,-6.3%,1%,-6%,1%[38.3 µM],12%,-1%,6%[46.1 µM]
COc1cc(C2/C(=C(/O)c3ccccc3)C(=O)C(=O)N2c2ccccn2)ccc1O (stereo not given),-0.1%,3%,2%,2%,·,-25%,-4%
CC(=O)N(Cc1ccco1)C1(C(=O)NC2CCCC2)CCCCC1,3.0%,0%,7%,12%[38.3 µM],-4%,0%,-3%[46.1 µM]
S=C(Nc1ccc2c(c1)OCO2)Nc1ccc2c(c1)OCO2,-3.2%,-3%,-2%,-1%,-17%,-1%,7%
Cc1ccc(NC(=O)C(=O)NN)cc1,1.0%,-2%,·,·,·,6%,-2%
O=C(CSc1nc2ccccc2s1)NNC(=S)Nc1ccccc1,0.0%,6%,-2%,14%,-10%,8%,11%
CCCCc1c(O)n2c(nc3ccccc32)[nH]c1=O,-0.2%,5%,-1%,18%[38.3 µM],1%,-8%,-14%[46.1 µM]
CCN(CC)c1ccc(C(=O)OCC(=O)NC(C)(C)C)cc1,0.4%,13%,·,·,·,2%,-5%

# A portion of the library; the hit share may differ from the screen's.
